KDM5B inhibitor: KDM5B demethylase inhibition | Q9UGL1 | KDM5B demethylase, FDH-coupled NADH fluorescence (FDH is formaldehyde dehydrogenase) | Potency, µM (series often up to 57.7 µM), inactives show top-dose activity change, negative = inhibition, most hits filed as inhibitors | 220,000 tested, 2.6% active | AID 1347165; active means well fitted inhibition curve with a large enough effect; inconclusive means small, poorly fitted or top-dose-only effect; inactive means no such curve, though single readings can be large or run the other way; further: 0% is about no effect; nearly all actives have a fitted effect of over 70% in size
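Coupled FDH/NAD⁺ fluorescence readout. KDM5BΔAP 200 nM final; compound titration, 10 min RT preincubation; substrate mix 12.5 µM H3K4me3, 25 µM 2-OG, 50 µM Fe(II), 100 µM ascorbate, 0.25 mM NAD⁺, 0.25 U/mL FDH; ΔRFU over 30 min.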
* hit, by the source's call; i = inactive; u = inconclusive; [ ] = another dose, or the depositor's remark. Potency means the concentration at half of the fitted maximal effect. Some of the compounds tested; the hit share may differ from the screen's.

SMILES	KDM5B inhibitor
COc1ccccc1C(=O)COC(=O)Cc1ccc(Cl)cc1Cl	-15.6%
N#CC(C(=O)C1CCCCC1C(F)(F)F)c1ccc(C(F)(F)F)cn1 (stereo unspecified)	-16.5%
O=c1c2c(CO)c(-c3ccc(F)cc3)nn2ccn1Cc1cccc(F)c1	8.7%
Cc1nc(CN2C(=O)OC3(CCN(C(=O)c4cccc(C#N)c4)CC3)C2(C)c2ccccc2)cs1 (stereo unspecified)	14.6%
COC(=O)c1c(SC)nc2ccccc2c1OCc1ccccc1Cl	-42.4%
COc1ccc(/C=C(\NC(=O)c2ccc(C)cc2)C(=O)NCCCN2CCOCC2)cc1OC	11.4%
CCN(CC)CCN(C(=O)C1=COCCO1)c1nc2cc(C)cc(C)c2s1	-9.0%
CCOc1ccc(NC(=O)C2CCN(S(=O)(=O)c3c(C)noc3/C=C/c3c(C)cc(C)cc3C)CC2)cc1	0.4%
Cc1ccc(-c2cnc(CCC(=O)N(CCC#N)CCC#N)o2)cc1	0.4%
Cc1cccc(NC(=O)CSc2nc(C)c(Cc3ccccc3)c(=O)[nH]2)c1C	-4.9%
O=C(NC[C@H]1O[C@@H]2C[C@@H](CC(=O)N3CCC(F)(F)C3)O[C@@H]2[C@@H]1O)NC1CCCCC1	-7.0%[86.2 µM]
CC(C)CC(=O)Nc1nn2c(CC(C)C)nnc2s1	-7.4%
Cc1ccc(OCc2nnc(N)s2)cc1C	10.1%
COc1ccc(C=O)cc1COc1ccc(-c2ccccc2)cc1	10.8%
O=C(c1ccc(F)cc1)N1CC(c2noc(-c3ccccc3)n2)C1	-7.7%
COc1ccc(Nc2nc3ccc(Cl)cc3n3nnnc23)cc1OC	-37.5%
CCC(CC)C(=O)Nc1cccc(-c2nc3ccccc3s2)c1	u
O=C(c1ccncc1)N1CCn2c(nnc2-c2cncc(Br)c2)C1	-9.3%[115 µM]
CN1c2cc(C(=O)N3CCN(c4cccc(Cl)c4)CC3)ccc2C(=O)N2CCCC21 (stereo unspecified)	u
CC1Oc2ccccc2C=C1/C=C1\Oc2cc(OCC(=O)OC(C)(C)C)ccc2C1=O (stereo unspecified)	u
Cc1ccc(C)c(N2CCN(Cc3nnc(-c4ccccc4)o3)CC2)c1	-5.9%
O=C(Cn1cnc(S(=O)(=O)N2CCCC2)c1)Nc1ccc(-c2ccno2)cc1	-1.6%
CN(Cc1cnn(C)c1)C(=O)C1C2C(=O)N(Cc3ccc(F)cc3)C[C@@]23C=C[C@@H]1O3 (stereo partly specified)	-11.3%
Cc1nn(-c2cccc(Br)c2)c(C)c1[C@@H]1C=C[C@@H](NCc2cccc(C#N)c2)C1	-11.4%

Fetched by compound from the list above, 2 records:
SMILES	KDM5B inhibitor
COc1ccc(Nc2nc3ccc(Cl)cc3n3nnnc23)cc1OC	-37.5%
CC1Oc2ccccc2C=C1/C=C1\Oc2cc(OCC(=O)OC(C)(C)C)ccc2C1=O (stereo unspecified)	u

Look-ups from the results shown.
KDM5B inhibitor result of `O=C(c1ccc(F)cc1)N1CC(c2noc(-c3ccccc3)n2)C1` reads -7.7%
KDM5B inhibitor result of `COc1ccc(C=O)cc1COc1ccc(-c2ccccc2)cc1` reads 10.8%
KDM5B inhibitor result of `O=C(c1ccncc1)N1CCn2c(nnc2-c2cncc(Br)c2)C1` reads -9.3%[115 µM]
KDM5B inhibitor result of `COc1ccc(Nc2nc3ccc(Cl)cc3n3nnnc23)cc1OC` reads -37.5%
KDM5B inhibitor result of `CN(Cc1cnn(C)c1)C(=O)C1C2C(=O)N(Cc3ccc(F)cc3)C[C@@]23C=C[C@@H]1O3` (stereo partly specified) reads -11.3%

Additional compounds follow.
SMILES	KDM5B inhibitor
Cc1ccc(S(=O)(=O)Nc2ccc(C)n(CC(=O)N3CCCN(C)CC3)c2=O)cc1	-24.7%
Cc1cccc(Cn2nc(C)n3c(cc4cc(C)ccc43)c2=O)c1	-3.0%
Cc1cccc(NC(=O)CSc2nnc(Cc3ccccc3)n2-n2cccc2)c1C	4.2%
CCOCCCNC(=O)N1[C@@H]2CC[C@H]1CC(NC(=O)c1ccc(F)cc1)C2 (stereo partly specified)	-10.4%
Cc1ccc2oc(C(=O)Nc3sc4c(c3C(=O)NCc3ccccc3)CCCC4)cc(=O)c2c1	3.7%
CCc1ccc(S(=O)(=O)c2nnn3c2nc(N(CC)Cc2ccccc2)c2cc(Cl)ccc23)cc1	u
CCC(CC)C(=O)NC[C@@H]1C=C(C)[C@H](Cc2nc3ccccc3n2C)C[C@H]1C(C)C	5.8%[86.2 µM]
O=C(NCCc1ccc(F)cc1)C1CCN(c2ccc3nnc(C(F)(F)F)n3n2)CC1	11.4%
COCc1nc(NCc2cn3cc(C)sc3n2)cc(C2CC(N)C2)n1 (stereo unspecified)	u
CCN(CC)C(CNC(=O)Nc1cccc(C(=O)N2CCCCC2)c1)c1ccsc1 (stereo unspecified)	-5.1%
CCN(Cc1ccccc1)S(=O)(=O)c1ccc(S(N)(=O)=O)cc1	-6.5%
CC(C)CCN1CCN(c2nc3c(c(=O)[nH]c(=O)n3C)n2Cc2ccc(Cl)cc2)CC1	13.3%
Fc1cccc(-c2nc(COc3ccccc3F)co2)c1	12.2%
COc1ccc(S(=O)(=O)Nc2ccc3oc(-c4ccccc4OC)cc(=O)c3c2)cc1	-34.7%
COc1cc(CNC(=O)[C@@H]2C[C@H](c3ccc(F)cc3)N(Cc3csc(C)n3)C2)cc(OC)c1	-28.0%
CCC(C)NC(=O)Cn1ccn2nc3c(c2c1=O)CCCC3 (stereo unspecified)	2.3%
CCS(=O)(=O)c1nc(S(=O)(=O)c2ccc(Cl)cc2)c(NCc2ccc(Cl)cc2)s1	-3.5%
COc1ccc(-c2cc(C[C@H]3CNCC[C@H]3CC(=O)NCc3ccc(F)cc3)no2)cc1	-23.7%
C/C(CCC1CC(C)OC1=O)=N\NC(N)=O (stereo unspecified)	14.7%
COc1ccc(CN2CC(N3CCc4ccccc43)C2)cc1	6.9%[149 µM]
O=C(COc1cccc2ccccc12)Nc1nccs1	12.4%
Fc1ccc(-c2noc3ncnc(N4CCCCC4)c23)cc1	-12.7%
Cc1ccc(C)c(N2CCN(C(=O)c3cc(S(=O)(=O)N4CCCCC4)cn3C)CC2)c1	-16.7%
COc1ccccc1-n1cnnc1SCC(=O)NC(C)c1cccc2ccccc12 (stereo unspecified)	8.8%
CC(C)(C)NC(=O)N1CCCCCCNC(=O)[C@@H]2C[C@@H](c3nc(-c4cccnc4)no3)C[C@@H]21	-3.5%
CCCCN(C)C(=O)c1cn(C)c2ccc(S(=O)(=O)N3CCC(C)CC3)cc2c1=O	-23.5%[11.5 µM]
Cc1ccc(-n2cc(C(=O)Oc3cccc(C)c3)c3ccccc3c2=O)cc1	-0.5%
Cc1ccc(CNC(=O)c2cccn2-c2nnc(N3CCCCC3)s2)cc1	-10.5%
CCc1ccc(C2=C(C)C(N3CCC(C(=O)NCc4ccccc4)CC3)=NS2(=O)=O)cc1	-3.7%
COc1cc([N+](=O)[O-])ccc1NC(=O)N1CCN(c2cc(-c3noc(C)n3)ccc2C)CC1	15.6%
Cc1ccc(C2CC2C(=O)N(Cc2ccncc2)C2CC2)s1 (stereo unspecified)	26.7%
CCc1cccc(NC(=O)c2coc(=O)c3ccccc23)c1	-6.8%
O=C1/C(=C/c2cccnc2)SC(=S)N1N1CCOCC1	5.7%
CCCSc1n[nH]c2nc3c(c(=O)n12)C(C)(CC)Cc1ccccc1-3 (stereo unspecified)	-24.2%
CN(c1ccccc1)c1cc(=O)c2ccnc(N3CCN(c4ccccn4)CC3)c2o1	-35.2%[86.2 µM]
COc1ccc(S(=O)(=O)N(C)C)cc1NC(=O)COC(=O)c1nn(C)c(=O)c2ccccc12	-15.7%
CCOC(=O)c1cc2n(n1)CC(C)(C(=O)NC1CCCC1)N(c1ccc(C)c(F)c1)C2=O (stereo unspecified)	-1.4%
CCc1noc(-c2ccn3c(CNC(=O)c4ccc(C)c(F)c4)nnc3c2)n1	-3.3%
Cc1ccc(S(=O)(=O)N2CCCCC2)cc1NC(=O)CSc1nc(Cc2ccccc2)c(C)[nH]1	-14.8%
COCC(=O)NC[C@H]1O[C@@H](CO)[C@@H](O)[C@H]1N1CCc2ccccc2C1	u
COc1ccc(C(=O)N2CCc3ccc(C(=O)NCCC(C)C)cc32)cc1	22.8%
CCS(=O)(=O)c1ccc2oc([C@H]3CCN(Cc4c[nH]c5ccccc45)C3)nc2c1	31.6µM*
COc1ccc(CN2Cc3[nH]cnc3C[C@H]2c2nc(-c3ccccc3)no2)cc1	0.4%[86.2 µM]
CCOC(=O)c1[nH]c2ccccc2c1NC(=O)CCN1CCCC(C)C1 (stereo unspecified)	u
c1ccc(COc2ccc(CN3CCSCC3)cc2)nc1	4.6%
Cc1ccc(S(=O)(=O)N(C)CC2CCOC2)c(C)c1 (stereo unspecified)	-2.6%
Cc1nn2c(C(F)F)cc(-c3ccc(F)cc3)nc2c1Br	16.0%
Cc1cc(C)c(O)c(-c2cc(C(=O)Nc3cccnc3)[nH]n2)c1	2.2%
CCn1ccc2oc(C)c(C(=O)N3CCN(c4ccc(F)cc4)CC3)c2c1=O	20.0%
Cc1ccc2c(C(=O)CN3CCN(C(=O)c4ccco4)CC3)c(C)[nH]c2c1	-2.4%
COc1cccc(NC(=O)CC2NCCNC2=O)c1 (stereo unspecified)	3.3%
O=c1[nH]nc2n1CCN(S(=O)(=O)c1ccc3c(c1)OCCO3)CC2	-7.2%
CCCCc1nn2c(=O)cc(COC(=O)c3cccs3)nc2s1	-25.0%
COc1ccc(N2CC(C(=O)NCc3cccc(OC)c3)NC2=O)cc1 (stereo unspecified)	-9.2%
N#Cc1nc(-c2ccco2)oc1N1CCN(C(=O)c2cccc(Cl)c2)CC1	i
NC(=O)[C@H](Cc1cccs1)NC(=O)C1=C[C@@H](NC(=O)CC2(CC(=O)O)CCCC2)[C@@H](O)[C@H](O)C1	-1.8%
CSc1c(C#N)c(N)nc2sc(C(=O)c3ccccc3)c(N)c12	-0.1%
CC(=O)c1c[nH]c(C(=O)OCc2cc(=O)oc3cc(C)ccc23)c1	4.4%
CCCOc1ccc(C(=O)NCC2OCCc3ccccc32)cc1 (stereo unspecified)	-3.4%
CCN(CC)c1nc2ncn(CC(=O)Nc3ccc(Br)c(C)c3)c(=O)c2s1	15.7%
Additional records follow.
SMILES	KDM5B inhibitor
COc1cc(CN(CC2CCCO2)C(=O)c2ccccc2F)cc(OC)c1OC (stereo unspecified)	-5.8%
COc1cc(NC(=O)N2c3ccccc3Sc3ccccc32)cc(OC)c1	u
Nc1nccnc1C(=O)Nc1cccc(OCc2cccnc2)c1	3.1%
CN1CCN(NC(=O)c2cc(-c3ccc(Cl)s3)nc3ccccc23)CC1	u
Cc1ccccc1-n1nc(CO)c(C(=O)NCC(c2ccccc2)c2ccccc2)n1	-20.7%
CCOc1ccccc1NC(=O)c1nc2ccccc2nc1N1CCOCC1	-4.4%
COc1ccc(C(=O)NC2CCN(C(=O)N3CC4CC(C3)[C@H]3CCCC(=O)N3C4)CC2)cn1 (stereo partly specified)	18.4%
COc1cc(OC)cc(C(=O)Nc2ccc(S(=O)(=O)N3CCCCC3c3cccnc3)cc2)c1 (stereo unspecified)	u
CC(=O)NC[C@H]1CCN(Cc2ccc(F)c(Cl)c2)C[C@H]1N(C)C	1.8%
COc1cc(CNC2CCCC2)cc(Br)c1OCC(=O)Nc1ccccc1C	16.9%
O=C(Cc1ccc(F)cc1)N1CCCCC12Cc1ccccc1NC2=O (stereo unspecified)	-7.7%[86.2 µM]
COc1ccc(C(=O)N2CCN(C(=O)Nc3cccc(OC)c3)C[C@@H]2C(=O)N[C@H]2CCCNC2=O)cc1	-7.5%
COC(=O)C1CCN(C(=O)CC(c2ccccc2)c2ccccc2Cl)CC1 (stereo unspecified)	18.9%
c1cncc(-c2nc(NCc3ccncc3)c3ccccc3n2)c1	-7.8%
CCN(CC)c1ccc(C(=O)Nc2ccc3nc(N(CC)CC)cc(C)c3c2)cc1	u
Oc1ccccc1OCCOCCOCCOc1ccccc1O	11.6%
S=c1[nH]c(-c2cccs2)cn1-c1ccccc1	u
Cc1nc(CC(=O)N[C@@H]2COCC[C@H]2Oc2ccc(C#N)cc2)c(C)s1	-18.4%
Cc1ccc(CNC(=O)C2CCCN(C(=O)c3cccc(C(F)(F)F)c3)C2)cc1 (stereo unspecified)	0.9%
Cc1ccc(C(=O)N/C(=C/c2ccc(C(C)C)cc2)C(=O)NCCCN2CCOCC2)cc1	20.4%
COc1cccc(S(=O)(=O)N2CCN(C3CCN(CCC(C)C)C3=O)CC2)c1 (stereo unspecified)	-13.3%
Cc1ccc(NC(=O)CN(C)S(=O)(=O)c2ccc(C(=O)N3CCOCC3)s2)cc1F	-14.8%
Cc1cccc(C)c1NC(=O)N1CCN(S(C)(=O)=O)CC1	24.5%
CCOc1ccccc1CC1C(=O)Nc2ccc(Br)cc21 (stereo unspecified)	u

An excerpt of these results, field by field.
Cc1ccc(C(=O)N/C(=C/c2ccc(C(C)C)cc2)C(=O)NCCCN2CCOCC2)cc1
- KDM5B inhibitor: 20.4%
COc1cccc(S(=O)(=O)N2CCN(C3CCN(CCC(C)C)C3=O)CC2)c1 (stereo unspecified)
- KDM5B inhibitor: -13.3%
Cc1ccc(NC(=O)CN(C)S(=O)(=O)c2ccc(C(=O)N3CCOCC3)s2)cc1F
- KDM5B inhibitor: -14.8%
Cc1cccc(C)c1NC(=O)N1CCN(S(C)(=O)=O)CC1
- KDM5B inhibitor: 24.5%

Additional structures:
SMILES	KDM5B inhibitor
Cc1ccc(-n2c(C3CCN(C(=O)c4ccccc4Cl)CC3)n[nH]c2=O)cc1	17.0%
CN(Cc1cccnc1)C(=O)CCC[C@@H]1[C@H]2CCCN3CCC[C@@H](CN1Cc1cccnc1)[C@@H]23	22.4µM*
Cc1ccc2c(CSc3nncs3)cc(=O)oc2c1	-0.3%
CC(C)(C)c1ccc(C(=O)Nc2c(F)c(F)c(F)c(F)c2F)cc1	12.5%

High-throughput results: PubChem, National Center for Advancing Translational Sciences (NCATS)
